Screening results (PubChem BioAssay)
Ins promoter up: MIN6 insulin promoter up-regulation; z-score at 5 µM; 190,000 tested, 0.3% active; MIN6 insulin promoter-GFP reporter, high-content imaging; stronger effect = higher value;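 active means z-score above 3 at 5 µM with at least 500 cells counted in the well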
bCat nuc transl: alters nuclear translocation of beta-catenin in HeLa cells; 190,000 tested, 0.3% active; AID 1665; nuclear translocation activity, % at 5 µM; immunofluorescence imaging;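 active means nuclear translocation activity above 50% at 5 µM, with a well cell count of 50 or more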;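 further: per-cell ratio of nuclear to cytoplasmic median beta-catenin stain intensity; plate controls were DMSO negative control for no effect and GSK-3 inhibitor IX positive control for full effect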
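Assay system: human HeLa cells, native beta-catenin; doses: 5 µM primary, 0.02–20 µM confirmation; incubation: compound treatment 24 h, 37°C, 5% CO2; technique: fluorescence imaging of beta-catenin antibody stain plus DAPI; measure: % activation, nuclear-to-cytoplasmic median beta-catenin signal ratio per cell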
AID2073: inhibitors of Mint1-CaV2.2 protein interaction, biochemical, HTRF (AID 2073). inhibition, % at 20 µM, or IC50 in µM where a hit was titrated. 290,000 tested, 0.19% active. HTRF protein-protein interaction, Mint1-CaV2.2; higher % means a stronger effect; in the data active means inhibition mostly above about 51%, no sharp cut-off; further: some results filed as inactive read as strong as hits
Yfh1-off respiration: mitochondrial function rescue without frataxin homolog – Friedreich's ataxia, plus single-dose screen, dose response (AID 1465) | S. cerevisiae Yfh1-off respiration, WST-1 reduction, 72 h; higher fold induction means a stronger effect | 220,000 tested, 0.074% active | fold induction at 50 µM; hits with a dose series show EC50 in µM;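 active means fold induction of absorbance versus untreated yeast above a set limit, then at least 30% activation at any dose in follow-up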;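 further: activators that raise dye reduction in frataxin-depleted yeast; strong numbers were not always called active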
HIV fusion peptide: inhibitors of HIV fusion peptide binding, primary screen, biochemical, uHTS, fluorescence dequenching (AID 1986). 290,000 tested, 0.3% active. cell-free peptide binding, fluorescence dequenching, 30 min; higher % means a stronger effect. one-dose inhibition, % at 20 µM; IC50 in µM for titrated hits; in the data active means inhibition mostly above about 52%, no sharp cut-off; inactive means mostly below about 76%; further: some results filed as inactive read as strong as hits
Autophagy mod: modulators of autophagy; MEF GFP-LC3 puncta imaging; test concentration mostly 10 µM; calls only at 10 µM (by protocol); 190,000 tested, 0.98% active;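 active means percentage of spot-positive cells more than 3 SD above its plate mean, without a fluorescence outlier flag or 80% toxicity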;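 further: spot-positive cell cutoff set from DMSO-treated cells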
WT yeast gro inh: growth inhibition of WT yeast, mitochondrial fusion screen; mitochondrial fusion phenotypic screen, WT strain; AID 1362; inhibition, % at 10 µM; 190,000 tested, 2.1% active; in the data active means inhibition above about 58%; tested in S. cerevisiae
MT stabilize HCS: microtubule stabilization, imaging screen | AID 2205 | % tubulin-high responders, % at 10 µM | HeLa tubulin immunostaining HCS, 24 h; share of cells brighter than vehicle mean+2SD | 200,000 tested, 0.83% active;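 active means plate Z-score above 3 for both tubulin-high and condensed-nucleus cell shares, with cell loss under 80%, at 10 µM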;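 further: anti alpha tubulin signal scored within the nucleus-defined area of each cell; some results filed as inactive read as strong as hits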
Dynein transport: dynein cargo transport inhibition | 3617.4 mouse cells, GR-EGFP nuclear translocation imaging; test concentration mostly 20 µM; stimulated with dexamethasone, 1 µM; stronger effect = lower value | z-score, hits read low | 220,000 tested, 0.47% active;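 active means plate z-score of nuclear minus cytoplasmic receptor signal below a set negative limit, without overly bright fluorescence or cell loss, cut at about -3.5 in these data, passing the limit was not always enough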;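 further: z-score of nuclear minus cytoplasmic ring GR-EGFP intensity difference per well; some compounds called inactive have numbers as strong as hits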
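Buffer or medium: Induction medium lacking tetracycline, stripped serum | Also added: Dexamethasone agonist, 1.0 µM final, for 30 min | Timing: 48 h induction, 1 h compound, 30 min dex at 37 °C | Detection: Formaldehyde fixation, Hoechst nuclear stain, 10x automated fluorescence imaging | Measure: Nuclear versus cytoplasmic GR-EGFP signal, averaged per well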
WT yeast gro inh mutant strain: further read-out of WT yeast gro inh, marked with its call; inhibition, %; mitochondrial fusion phenotypic screen, mutant strain inhibition
Dynein transport cytoplasmic EGFP: recorded beside Dynein transport, whose call it bears; z-score; measured here: cytoplasmic GR-EGFP intensity; stronger effect = higher value
Dynein transport nuclear GR-EGFP: recorded beside Dynein transport, whose call it bears; z-score; measured here: nuclear GR-EGFP intensity;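 lower value marks the stronger effect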
Dynein transport cell count: further read-out of Dynein transport, marked with its call; z-score; measured here: cell count per field
Ins promoter up cell count: recorded beside Ins promoter up, whose call it bears; cell count; measured here: cytotoxicity, nuclei count;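 total cells summed across four imaged fields per well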
bCat nuc transl cell count 5 µM: recorded beside bCat nuc transl, whose call it bears; cell count; measured here: cell count, cytotoxicity flag
MT stabilize HCS Hoechst-high %: second read-out of MT stabilize HCS, no call of its own (marks repeat the call); % Hoechst-high responders; measured here: nuclear condensation Hoechst responders;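 share of cells brighter than vehicle mean plus two SD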
MT stabilize HCS cytotoxicity %: also measured in MT stabilize HCS; calls as there; toxicity, %; measured here: cytotoxicity by cell density;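 0% = mean cell density of plate MIN control wells and 100% = no cells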
Autophagy mod cell loss 18 h: further read-out of Autophagy mod, marked with its call; toxicity, %; measured here: cell loss, nuclei count;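 cell loss after 18 h compound exposure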
* marks the source's active call; other numbers are inactive results; i = inactive; · = not tested or not shown.

Sequence of screens – Ins promoter up	Ins promoter up cell count	bCat nuc transl	bCat nuc transl cell count 5 µM	AID2073	Yfh1-off respiration	HIV fusion peptide	Autophagy mod	Autophagy mod cell loss 18 h	WT yeast gro inh	WT yeast gro inh mutant strain	MT stabilize HCS	MT stabilize HCS Hoechst-high %	MT stabilize HCS cytotoxicity %	Dynein transport	Dynein transport cytoplasmic EGFP	Dynein transport nuclear GR-EGFP	Dynein transport cell count
- CCN(CC)C(=O)C1CCCN(c2ccc([N+](=O)[O-])cc2[N+](=O)[O-])C1 (stereo not drawn)
  0.12	1470	-0.4	1036	3%	i	-0.7%	i	1	6	8	1.2	0.8	2.2	2	-0.16	1.6	-1.7
- O=C(C1=C[C@H](c2csc3ccccc23)C[C@H](OCCCCO)O1)N1CCN(Cc2ccc3c(c2)OCO3)CC1
  0.99	1455	0.8	1064	1%	i	1.4%	i	22	32	18	3.1	0.9	6.7	1.2	-0.16	1.2	-1.4
- Cc1cccc(C2NS(=O)(=O)N=C2N)c1 (stereo not drawn)
  0.15	981	·	·	-4%	i	-1.4%	i	-6	16	20	1.4	1.7	7.2	-0.1	-0.034	0.3	0.15
- O=C(Nc1ccc(-n2ccc(C(F)(F)F)n2)cc1)Nc1cccc(Cl)c1
  -1.6	929	2.9	1047	-2%	i	0.5%	·	·	·	·	·	·	·	-0.45	-0.28	-0.28	0.75
- COc1ccc(CCN(CC(=O)NC2CCCC2)C(=O)Cn2nnc(-c3ccc(C)o3)n2)cc1OC
  -0.12	1596	-5.1	985	-2%	i	-0.3%	i	-1	-16	-3	0.9	1.7	5.5	-0.63	-0.24	0.13	0.59
- COc1ccc(S(=O)(=O)c2c(C)c(NS(=O)(=O)c3ccccc3)cc(C)c2O)cc1
  -0.16	1268	-1.0	1052	5%	i	-0.2%	i	-21	30	-6	2.9	1.5	5.4	1.9	-0.19	1.4	-1.4
- CC(C)(C)CC(=O)NCCCCCCNC(=O)CC(C)(C)C
  0.17	1248	-2.9	540	0%	i	-0.4%	i	-19	-15	-1	2.4	3.8	5.3	-1.2	-0.23	-0.9	0.98
- O=[N+]([O-])c1cn(Cc2ccc(Cl)cc2)cn1
  -0.38	1502	1.9	1329	13%	i	3.4%	i	17	-14	0	2.2	1.7	2.4	-0.62	-0.19	0.29	0.8
- CCOC(=O)c1c(C)[nH]c(C)c1C(=O)CN1C(=O)NC(CC(C)C)C1=O (stereo not drawn)
  0.25	1887	-1.0	1048	-1%	i	1.7%	i	-5	6	13	5.2	1.6	6.6	1.9	-0.15	1.5	-1.5
- COc1ccc(C(=O)Nc2ccc(S(=O)(=O)NCc3ccco3)cc2)cc1OC
  -0.05	1403	-1.8	939	-1%	i	0.4%	i	-38	-6	-12	1.7	1.3	4.3	-0.21	0.67	-0.062	-0.29
- NC(=O)CSc1nnc(SCc2ccc(F)cc2)s1
  0.03	1547	4.6	1020	18%	i	-1.3%	i	27	-1	3	2.8	1.4	7.4	-0.096	-0.18	0.092	0.53
- COc1cc2c(cc1NC(=O)c1cc(-c3ccncc3)nc3ccccc13)oc1ccccc12
  0.27	1513	3.1	1091	30%	i	-2.4%	i	-5	1	-22	8.2	4.5	3.6	-0.73	0.17	-0.61	1.3
- CCC1(C)CC(=O)N(c2ccc(C(=O)O)c(O)c2)C1=O (stereo not drawn)
  0.02	1397	-1.9	1009	6%	i	1.7%	i	-5	-8	8	5.9	4.2	6.9	0.79	-0.31	0.25	-0.33
- Cc1cc(C(=O)Nc2c(C)cccc2C)n(-c2ccccc2)n1
  -1.2	851	·	·	6%	i	0.1%	i	10	25	11	3.0	3.0	7.4	-0.47	-0.18	-0.26	0.62
- O=C(C(Sc1ccccc1)c1ccccc1)N1CCOCC1 (stereo not drawn)
  -0.09	1543	-1.7	1159	8%	i	3.5%	i	1	-12	7	2.5	2.2	6.5	-0.073	-0.24	-0.19	0.38
- CC1CC(C)CN(S(=O)(=O)c2ccc(C(=O)N(c3ccccn3)C3CCCCC3)cc2)C1 (stereo not drawn)
  0.46	1273	-1.2	1112	-2%	i	-0.9%	i	22	21	4	2.3	1.5	4.0	-0.089	0.63	-0.014	0.33
- Cc1nc2cc(NC(=O)COc3ccccc3C#N)ccc2n1-c1ccccc1
  0.08	768	·	·	-2%	i	-0.5%	i	-6	-14	-8	1.1	1.4	7.3	-0.2	-0.00012	0.22	0.26
- COc1ccc(NC(=O)c2ccc(S(=O)(=O)N(C)c3ccccc3)cc2)cn1
  1.1	991	-0.2	1287	1%	i	-0.1%	·	·	·	·	·	·	·	-1.2	-0.25	0.053	0.43
- CC(=O)Oc1c(C)c(=O)n(C)c2ccccc12
  0.91	1330	-5.4	551	-6%	i	0.3%	i	-4	-15	-6	2.4	1.5	11	1	-0.26	0.59	-0.18
- CCCC(=O)OCC(=O)Nc1ccc(OC(F)F)cc1
  0.15	894	·	·	-4%	i	1.5%	i	-25	17	16	1.9	1.3	6.4	0.19	-0.18	0.42	0.49
- Cc1c(N2C(=O)C(C)SC23C(=O)Nc2ccccc23)c(=O)n(-c2ccccc2)n1C (stereo not drawn)
  ·	·	·	·	-2%	i	-0.8%	i	6	-5	2	1.8	2.2	4.3	-0.64	-0.29	-0.43	0.35
- Cc1ccc(NC(=O)C(=O)NCc2ccco2)c(C)c1
  0.14	1598	3.4	912	-2%	i	-1.2%	i	7	-11	-9	2.1	1.8	7.3	0.59	-0.21	0.33	-0.13
- COc1cccc(-c2nnc(SCc3nc4ccccc4s3)n2C)c1
  -0.1	828	-6.0	1308	1%	i	3.2%	i	32	0	3	1.4	0.9	6.2	0.31	-0.16	0.84	-0.099
- CCOc1ccc(C(=O)NCC(c2cccs2)N(C)C)cc1OCC (stereo not drawn)
  -0.39	1564	-1.1	1098	4%	i	2.0%	i	-4	2	13	7.5	2.2	3.1	0.15	-0.2	0.57	-1.3
- CCOC(=O)c1c(C)n(C)c2cc(Br)c(C)cc12
  ·	·	-0.9	1163	4%	i	-1.7%	i	-15	7	-8	1.4	1.4	5.4	-0.2	-0.12	0.24	-0.24
- O=C(CC1CCCCC1)NCc1ccccn1
  -0.27	1266	-1.5	1004	-2%	i	-1.1%	i	-5	-14	-8	4.3	2.0	6.9	-0.22	-0.25	-0.019	-0.24
- CC(C)Cn1cc(C(=O)N2CCOCC2)c2c3ccccc3n(C)c2c1=O
  -1.3	1236	0.7	1443	38%	i	7.1%	i	10	4	-1	1.2	1.2	8.7	-0.63	-0.22	-0.2	0.7
- COc1cccc(C2C=C(Nc3ccccc3)C(=O)N2c2ccccc2)c1 (stereo not drawn)
  -0.87	1066	-2.5	440	-4%	i	13%	i	-13	12	13	2.1	1.5	0.7	-0.52	-0.17	-0.15	0.71
- CC(C)C(=O)NCCc1nc2ccccc2n1CCc1ccccc1
  -0.48	1437	0.6	1477	10%	i	1.7%	i	12	14	7	3.8	1.6	6.5	-0.79	0.51	0.0099	0.93
- COc1ccc(-c2[nH]nc3c2C2(C(=O)N(CC(=O)O)c4ccccc42)C(C#N)=C(N)O3)cc1OC (stereo not drawn)
  -0.12	1137	-4.3	573	-3%	i	12%	i	9	-2	-9	6.0	1.3	6.2	-0.31	-0.3	-0.52	0.62
- Cc1ccc(NC(=O)c2ccncc2)cc1[N+](=O)[O-]
  0.45	1508	1.0	1020	-2%	i	-1.2%	i	-8	-1	5	3.1	3.4	2.1	1.6	-0.13	0.94	-2.1
- COc1cc(NC(=O)C2CCCN(c3ncccn3)C2)cc(OC)c1 (stereo not drawn)
  -0.1	1162	-2.6	1024	9%	i	1.7%	i	-2	-10	-22	2.2	2.0	7.9	-0.54	-0.25	-0.068	0.82
- COc1ccccc1NC(=S)N(C(C)C)C(C)c1ccccn1 (stereo not drawn)
  ·	·	0.5	1047	5%	i	0.5%	i	2	11	24	3.9	1.8	11	0.77	-0.0033	0.59	-0.35
- CC(Nc1ccc(Cl)c(Cl)c1)C(=O)NN (stereo not drawn)
  -0.1	1134	-1.2	1322	-7%	i	-0.2%	·	·	·	·	·	·	·	-0.68	-0.25	-0.37	1
- O=C1c2cccc3c([N+](=O)[O-])ccc(c23)C(=O)N1c1nccs1
  -0.25	808	9.2	1002	-29%	i	1.3%	i	6	32	28	2.7	1.1	3.8	0.23	16	3.8	0.23
- CC(C)(C)NC(=O)COc1ccc(CNc2ccc3[nH]c(=O)[nH]c3c2)cc1
  0.29	1389	-3.2	1426	34%	i	-2.8%	i	-4	4	4	3.1	3.0	4.0	-1.1	-0.15	-0.32	0.93

Three compounds already listed, arranged by their value in Dynein transport nuclear GR-EGFP, highest first:
molecule,Dynein transport nuclear GR-EGFP
CCN(CC)C(=O)C1CCCN(c2ccc([N+](=O)[O-])cc2[N+](=O)[O-])C1 (stereo not drawn),1.6
Cc1cc(C(=O)Nc2c(C)cccc2C)n(-c2ccccc2)n1,-0.26
COc1ccc(-c2[nH]nc3c2C2(C(=O)N(CC(=O)O)c4ccccc42)C(C#N)=C(N)O3)cc1OC (stereo not drawn),-0.52
